Bioassay records from PubChem.
a7 integrin act: qHTS for Activators of Integrin-Mediated Alleviation for Muscular Dystrophy | alpha7betagal myoblasts, beta-gal FDG fluorescence, 48 h | AID 624291, 2012 | actives 0.064% (n = 350,000) | Potency, µM (highest dose often 38.3 µM), for the others: top-dose activation, most hits filed as activators;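 note: potency is the fitted concentration of half-maximal effect; 100% = response of the positive control SU9516; nearly all actives have a fitted effect of over 60% in size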
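Alpha7betagal+/- myoblasts (passage 13) were plated 16-24 hr, then exposed to compounds (1:260 dilution of DMSO stock) for 48 hours at 37C. After MPER lysis, β-galactosidase reporter activity was read as FDG fluorescence (ex 480/em 540) after 30 minutes.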
ASM inhibitor: Inhibitors of Secretory Acid Sphingomyelinase (S-ASM): qHTS | Sphingomyelin phosphodiesterase (Homo sapiens), P17405 | placental ASM, HMU-PC fluorogenic substrate, 60 min | Potency, µM (doses to about 57.5 µM), inactives show at the highest dose activity change, negative = inhibition, hits mostly inhibitors | actives 0.006% (n = 340,000) | AID 504937, 2011; note: potency is the fitted concentration of half-maximal effect
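Fluorogenic HMU-PC substrate (9 uM final) is turned over by placental ASM in 60 min at 37 C after a 10 min compound preincubation. Reaction ended by alkaline stop (pH 10), with fluorescence read at 386/447 nm.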
Eya2 phos inh: qHTS Assay for Inhibitors of the Phosphatase Activity of Eya2; Protein phosphatase EYA2 (Homo sapiens), O00167; recombinant Eya2, OMFP fluorescence dephosphorylation (OMFP is methylfluorescein phosphate); Potency, µM (series often up to 76.9 µM), for inactives: at the highest dose activity, negative = inhibition, most hits filed as inhibitors; actives 0.006% (n = 330,000); note: potency is the fitted concentration of half-maximal effect; % is set by controls: 0 for no effect and ±100 for the full control effect
Target sequence (O00167 whole entry, looked up): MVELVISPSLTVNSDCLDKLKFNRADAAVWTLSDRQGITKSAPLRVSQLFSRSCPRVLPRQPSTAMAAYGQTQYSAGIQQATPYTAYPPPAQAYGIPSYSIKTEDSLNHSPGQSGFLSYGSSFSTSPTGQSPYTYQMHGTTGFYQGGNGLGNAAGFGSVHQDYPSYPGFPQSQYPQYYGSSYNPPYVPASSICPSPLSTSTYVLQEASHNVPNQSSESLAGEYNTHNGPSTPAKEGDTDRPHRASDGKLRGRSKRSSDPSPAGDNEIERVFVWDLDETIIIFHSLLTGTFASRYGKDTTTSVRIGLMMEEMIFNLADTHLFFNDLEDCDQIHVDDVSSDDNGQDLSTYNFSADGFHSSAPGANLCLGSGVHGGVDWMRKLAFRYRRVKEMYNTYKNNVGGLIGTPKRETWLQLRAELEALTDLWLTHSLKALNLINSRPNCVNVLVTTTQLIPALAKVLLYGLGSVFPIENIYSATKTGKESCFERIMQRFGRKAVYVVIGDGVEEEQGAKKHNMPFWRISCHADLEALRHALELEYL
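Eya2 protein (added as 0.2 uM solution) was preincubated with compound for 10 min at ambient temperature in 50 mM HEPES pH 7.5, 50 mM NaCl, 5 uM MgCl2, 0.05% BSA, 1 mM DTT. OMFP (added at 50 uM) then reacted 10 min; fluorescence read at 485/525 nm.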
Chronic BCR inh: qHTS Assay to Find Inhibitors of Chronic Active B-Cell Receptor Signaling. ABC-DLBCL IkBa-CBG/CBR reporter, luminescence ratio, 4 h. Potency, µM (doses to about 46.1 µM), inactives show top-dose ratio change, negative = lower green/red ratio, usual class: inhibitors. actives 0.05% (n = 340,000). AID 493014, 2011; active = well fitted inhibition curve with a large enough effect in the signal ratio, with a control signal flat, not every such curve was filed as active; inconclusive = small, poorly fitted or top-dose-only effect, or effect the other way, or a change in a side signal; the % refers to the signal ratio;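 note: potency is the fitted concentration of half-maximal effect; plate controls were basal doxycycline-induced cells for no effect and cells given 10 µM MG132 for full effect; MG132 reads +100%, hits lower the ratio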
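TMD8 human ABC-DLBCL cells with doxycycline-inducible IκBα–green luciferase fusion and unfused red luciferase, in 0.5% FBS medium; compounds up to 46 uM, 4 h at 37C. Green/red luminescence ratio, filter-overlap corrected, fitted to concentration-response curves.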
A-T KAP1 phos: qHTS Assay for Identifying a Potential Treatment of Ataxia-Telangiectasia | Potency, µM (doses to about 57.5 µM), for inactives: top-dose activation, most hits filed as activators | actives 0.19% (n = 320,000) | […] A-T fibroblasts, KAP-1 phosphorylation AlphaLISA; neocarzinostatin DNA damage 30 min before lysis | AID 485349, 2010; note: potency is the fitted concentration of half-maximal effect; % of control where 0% means no effect; nearly all actives have a fitted effect of over 45% in size
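hTERT-immortalized A-T patient fibroblasts ([…]), 500 cells/well in OPTI-MEM, 1% FBS, got compounds for 60 min, then NCS for 30 min at 37C. Lysates were then assayed for phospho-KAP-1 by AlphaLISA (anti-pKAP1 donor, anti-KAP1 acceptor beads), 6 hr at 25C.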
Tb PFK block: qHTS Assay to Find Inhibitors of T. brucei phosphofructokinase; actives 0.17% (n = 330,000); ATP-dependent 6-phosphofructokinase (Trypanosoma brucei brucei), O15648; AID 485367, 2010; T. brucei PFK, ADP-Glo luminescence; Potency, µM (top dose mostly 57.5 µM), without a hit: at the top dose activity, negative = inhibition, most hits filed as inhibitors;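 note: potency is the fitted concentration of half-maximal effect; 0% = uninhibited 1x PFK enzyme wells and -100% = no-enzyme wells; nearly all actives have a fitted effect of over 60% in size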
Target sequence (O15648 whole entry, looked up): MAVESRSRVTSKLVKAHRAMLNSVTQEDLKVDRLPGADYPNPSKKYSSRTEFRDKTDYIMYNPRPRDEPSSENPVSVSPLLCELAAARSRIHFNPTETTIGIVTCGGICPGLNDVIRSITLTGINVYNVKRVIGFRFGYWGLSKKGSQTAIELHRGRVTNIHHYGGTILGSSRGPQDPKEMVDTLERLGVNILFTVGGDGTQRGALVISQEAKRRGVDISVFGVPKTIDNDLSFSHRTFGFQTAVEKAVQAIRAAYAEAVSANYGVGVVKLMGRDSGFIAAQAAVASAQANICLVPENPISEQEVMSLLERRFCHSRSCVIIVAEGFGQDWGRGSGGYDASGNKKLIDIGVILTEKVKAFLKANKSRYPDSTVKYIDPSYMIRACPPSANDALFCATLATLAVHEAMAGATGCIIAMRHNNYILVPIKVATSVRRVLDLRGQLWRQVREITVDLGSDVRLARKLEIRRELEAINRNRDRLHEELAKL
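Compounds were pin-transferred as a titration series up to 57 uM into substrate buffer (0.5 mM F6P, 0.1 mM ATP, pH 8.0), then 1.25 nM PFK was added and reactions ran 45 min before ADP-Glo detection.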
ELG1 repair inh: qHTS screen for small molecules that inhibit ELG1-dependent DNA repair in human embryonic kidney (HEK293T) cells expressing luciferase-tagged ELG1. AID 504467, 2011. Potency, µM (top dose mostly 46.1 µM), for the others: top-dose activity change, negative = inhibition, hits mostly inhibitors. HEK293T ELG1-luciferase reporter, luminescence, 16 h; DNA damage induced by 5-fluorouridine. actives 2.3% (n = 330,000); note: potency is the fitted concentration of half-maximal effect; % is set by controls: 0 for no effect and ±100 for the full control effect; nearly all actives have a fitted effect of over 55% in size
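Luminescence from the luciferase reporter, measured 30 min after ONE-Glo reagent at room temperature, was the read-out. Beforehand, 2,000 cells per well were exposed for 16 hr at 37 °C to 5-fluorouridine together with compound or vehicle.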
TCR act: Activators of T cell receptors: qHTS campaign | primary human leukocytes, anti-CD3, IL-2 HTRF, 48 h | Potency, µM (doses to about 9.22 µM), for the others: at the top dose activation of IL-2 secretion, hits mostly activators | 330,000 tested, under 10 active | AID 504894, 2011; note: % of control where 0% means no effect
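TCR engagement came from a-CD3 beads alone, with compounds added to primary human leukocytes for 48 hr. Secreted IL-2 bridged europium cryptate- and d2-labelled anti-IL-2 antibodies, giving FRET emission at 665nm after 320nm excitation.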
TSHR antagonist: Antagonists of the Thyroid Stimulating Hormone Receptor: HTS campaign. TSHR-expressing cells, TSH-stimulated cAMP HTRF, 2 h; active compounds read low. AID 504810, 2011. actives 0.2% (n = 330,000). activity change, negative = inhibition, % at 11.5 µM;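 active = activity change below a set negative limit, meaning inhibition stronger than a set level, cut at about -70% in these data; inconclusive = activity change between two set negative limits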; note: % is set by controls: 0 for no effect and ±100 for the full control effect
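Cell-based HTRF cAMP assay; TSHR cells + compound, TSH EC80 (4nM final), 2 h, 37 deg C. Lysis with anti-cAMP cryptate and cAMP-d2, 30 min RT, read 665/620 nm.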
PTAP TSG101 blk: qHTS Assay for Iinhibitors of HIV-1 Budding by Blocking the Interaction of PTAP/TSG101; Potency, µM (doses to about 115 µM), for the others: top-dose activity change, negative = inhibition, hits mostly inhibitors; 340,000 tested, under 10 active; Fluorescence polarization, FITC-PTAP peptide / Tsg101 binding; active = well fitted inhibition curve with a large enough effect in the main read-out, with a control signal flat, not every such curve was filed as active; inconclusive = small, poorly fitted or top-dose-only effect, or effect the other way, or a change in a side signal; inactive = no such curve, though single readings can be large or run the other way; note: potency is the fitted concentration of half-maximal effect; % of control where 0% means no effect
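Fluorescence anisotropy tracks displacement of a FITC-tagged PTAP peptide (50 nM) from the Tsg101 binding domain (10 uM), following a 20 min room-temperature incubation at pH 7.5.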
Mito fusion act: qHTS Assay for Small Molecule Inhibitors of Mitochondrial Division or Activators of Mitochondrial Fusion. S. cerevisiae fusion-defective mutant growth rescue, CellTiterGlo 48 h. Potency, µM (doses to about 46.1 µM), without a hit: top-dose growth rescue (activation), hits mostly activators. actives 0.23% (n = 320,000). AID 485298, 2010;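 note: potency is the fitted concentration of half-maximal effect; % of control where 0% means no effect; nearly all actives have a fitted effect of over 45% in size; temperature-sensitive fusion mutants such as fzo1-1 at 37 °C on non-fermentable ethanol glycerol medium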
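S. cerevisiae fusion-defective temperature-sensitive mutants (e.g. fzo1-1, mgm1-5) grown 48 h at 37C in YPEG (ethanol/glycerol non-fermentable) medium with 23 nl compound per well; growth rescue read as CellTiterGlo luminescence.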
Starred values were filed as active, the others as inactive; u = inconclusive; x = not tested or not shown; [ ] = dose if it differs, or a comment. Unless noted, calls come from the whole dose curve; as a rule, active = well fitted curve in the direction sought with a large enough effect; inconclusive = small, poorly fitted or top-dose-only effect, or another doubt; inactive = no such curve, though single readings can be large; an effect the other way counts as inactive or inconclusive.

SMILES | a7 integrin act | ASM inhibitor | Eya2 phos inh | Chronic BCR inh | A-T KAP1 phos | Tb PFK block | ELG1 repair inh | TCR act | TSHR antagonist | PTAP TSG101 blk | Mito fusion act
CCn1nnnc1SCC(=O)N1N=C(c2cccs2)CC1c1cccs1 (centres undefined) | 13% | -1% | -5% | 7% | 0% | -2% | 0% | -1% | 0 | 1% | 11%
Cc1cccc(-n2c(C)nc3cc(C(=O)N4CCOCC4)ccc32)c1 | -45% | 2% | -5% | u | 4% | 1% | 6% | 3% | -14 | -5% | -8%
Oc1ccc2ccccc2c1CN1CCN(c2ccccc2)CC1 | 23% | 4% | -13% | -7% | -5% | -1% | -4% | x | 5 | 4% | 2%
COc1cc(CNc2ccc3[nH]c(=O)[nH]c3c2)ccc1OCc1c(F)cccc1Cl | u | 3% | 2% | -12% | 7% | 1% | 2% | -3% | 6 | -6% | 2%
O=C(Nc1ccc(OCc2ccccc2)cc1)c1cccnc1 | -22% | 3% | -22% | u | 5% | -1% | u | 0% | -5 | -4% | 4%
COCCNC(=O)C(C)OC(=O)C1=Cc2ccccc2OC1 (centres undefined) | -19% | 15% | 9% | 18% | 4% | 1% | 13% | -2% | 13 | -6% | -3%
Cc1cccc(C(=O)OCC(=O)N(CC(C)C)c2c(N)n(Cc3ccccc3)c(=O)[nH]c2=O)c1C | -30% | -1% | 17% | 0% | 1% | 0% | 1% | 1% | -1 | 6% | -4%
CCC(CO)Oc1cc(NCc2cccc(OC)c2)c2ncn(C(C)C)c2c1 (centres undefined) | 8% | 16% | 14% | 1% | 2% | 2% | u | -1% | 6 | 1% | x
O=C(c1cccnc1)C1Cc2ccccc2C1=O (centres undefined) | 20% | -6% | -5% | u | 2% | 7% | u | -5% | 13 | -1% | -10%
O=C(CCNC(=O)N1CCn2c1nc1ccccc12)NCc1ccc(F)cc1 | -13% | 3% | -2% | -5% | -1% | 2% | 4% | 6% | -1 | -7% | -3%
O=[N+]([O-])c1c(NCCCO)cc(SCc2ccco2)c2nonc12 | -13% | -6% | -13% | u | 5% | u | 4% | -3%[46.1 µM] | -3 | -2% | 0%
O=C(OCC(=O)N1CCC(Cc2ccccc2)CC1)c1ccc[nH]c1=O | 1% | -1% | -1% | 1% | 5% | -3% | 4% | -15% | 2 | -1% | 2%
O=C(c1ccccc1)c1c(O)nc(-c2ccccc2)n(-c2ccccc2)c1=O | u | 1% | -6% | u | -5% | 8% | u | 0%[46.1 µM] | -4 | 1% | -4%
Cc1nn2c(-c3ccccn3)ccnc2c1Cl | -10% | -2% | -15% | u | -3% | -1% | 3% | 0% | 3 | -3% | -4%
Cc1cccc(C)c1NC(=O)CN(c1ccccn1)S(=O)(=O)c1ccccc1 | -8% | 0% | 12% | 2% | -5% | 0% | 0% | -5% | -11 | -4% | -9%
C#CC1(NC(=O)NS(=O)(=O)c2ccc(C)cc2)CCCCC1 | u | -3% | 7% | u | 5% | 2% | -4% | -7% | -2 | -11% | 8%
COc1ccc(C2c3ccc4ccccc4c3Oc3ncn(CCO)c(=N)c32)cc1OC (centres undefined) | -4% | -16% | 16% | u | 4% | -8% | 1% | 7% | -2 | -3% | 9%
Cc1cc(C(=O)COC(=O)CCCN2C(=O)c3ccccc3C2=O)c(C)n1C | 15% | -1% | 15% | u | 6% | -4% | 10% | -1% | -10 | -7% | 1%
COc1ccccc1C(=O)Nc1ccc(NC(=O)c2ccco2)c(C)c1 | -4% | -2% | -1% | -1% | 8% | -6% | 6% | 2% | 7 | 4% | -8%
c1coc(CNc2c3c(nc4ncnn24)CCCC3)c1 | -4% | 5% | -11% | -2% | 2% | 2% | -18% | 2% | 3 | -7% | 8%
COc1cc(NC(=O)c2nnn(Cc3ccc(SC)cc3)c2N)cc(OC)c1 | -23% | -9% | 15% | -29% | 3% | 2% | u | 1% | -14 | -5% | 2%
CCN(CC)c1ccc(S(=O)(=O)N2CCOCC2)cc1NC(=O)CN1C(=O)NC2(CCCC2)C1=O | 4% | 0% | 0% | 1% | -2% | -14% | -14% | 3% | 13 | 0% | -1%
O=C(Nc1cc(-c2ccccc2)[nH]n1)c1ccccc1 | -14% | -4% | -1% | u | 4% | -3% | u | -7% | 2 | -5% | 2%
Cc1cccc(NC(=S)/N=C(\N)Nc2nc(C)c3ccc(C)cc3n2)c1 | -43% | u | 14% | u | 0% | -6% | u | -6% | 1 | -1% | -2%
CCOc1cccc(CNCc2ccncc2)c1 | 2% | -1% | 10% | 0% | -13% | 0% | -1% | 1% | -9 | -9% | 0%
O=C1CCCCC1Sc1nnc(Nc2ccccc2)s1 (centres undefined) | 7% | 1% | 2% | u | 1% | 1% | u | 3% | -10 | -2% | 5%
CC1CC(OCC(O)CN2CCN(Cc3ccccc3)CC2)CC(C)(C)C1 (centres undefined) | -25% | 0% | -13% | u | 6% | 2% | 9% | -15% | 6 | 0% | 0%
Nc1ncnc2c1ncn2[C@@H]1O[C@H](CNC(=O)[C@@H]2CCC(=O)N2)[C@@H](O)[C@H]1O | -1% | 1% | 10% | 1% | -8% | -3% | 18% | 2%[46.1 µM] | -10 | 0% | x
CN(Cc1cnccn1)Cc1nc(Cc2ccccc2Cl)no1 | -35% | -1% | -5% | u | -3% | -4% | 6% | -1% | 14 | -2% | 4%
COc1ccc(N(C)C(=O)c2cn(CC(C)C)c(=O)c3cc(OC)c(OC)cc23)c(OC)c1 | -55%[inhibitor] | 0% | 2% | u | -2% | 1% | 1.5µM* | 16% | 10 | -8% | 0%

Whole records, quoted from the list:
CCOc1cccc(CNCc2ccncc2)c1 is listed with a7 integrin act: 2%; ASM inhibitor: -1%; Eya2 phos inh: 10%; Chronic BCR inh: 0%; A-T KAP1 phos: -13%; Tb PFK block: 0%; ELG1 repair inh: -1%; TCR act: 1%; TSHR antagonist: -9; PTAP TSG101 blk: -9%; Mito fusion act: 0%
O=[N+]([O-])c1c(NCCCO)cc(SCc2ccco2)c2nonc12 is listed with a7 integrin act: -13%; ASM inhibitor: -6%; Eya2 phos inh: -13%; Chronic BCR inh: u; A-T KAP1 phos: 5%; Tb PFK block: u; ELG1 repair inh: 4%; TCR act: -3%[46.1 µM]; TSHR antagonist: -3; PTAP TSG101 blk: -2%; Mito fusion act: 0%

A few values from the entries so far:
O=C(OCC(=O)N1CCC(Cc2ccccc2)CC1)c1ccc[nH]c1=O @ Eya2 phos inh: -1%
C#CC1(NC(=O)NS(=O)(=O)c2ccc(C)cc2)CCCCC1 @ ELG1 repair inh: -4%
CCC(CO)Oc1cc(NCc2cccc(OC)c2)c2ncn(C(C)C)c2c1 (centres undefined) @ a7 integrin act: 8%
COc1ccc(N(C)C(=O)c2cn(CC(C)C)c(=O)c3cc(OC)c(OC)cc23)c(OC)c1 @ a7 integrin act: -55%[inhibitor]
COc1cc(NC(=O)c2nnn(Cc3ccc(SC)cc3)c2N)cc(OC)c1 @ Tb PFK block: 2%
